AMPAR-TARP mod – modulates AMPAR-stargazin complexes; HEK293 GluA2+stargazin, membrane potential dye (FDSS), glutamate EC50; hits were called plate by plate, in both directions; calls only at 30 µM; 40,000 tested, 3.5% active;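 active = any of four per-well response measures lying three or more SD from its plate-wide compound average, in either direction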
Target sequence (O88602 whole entry, looked up): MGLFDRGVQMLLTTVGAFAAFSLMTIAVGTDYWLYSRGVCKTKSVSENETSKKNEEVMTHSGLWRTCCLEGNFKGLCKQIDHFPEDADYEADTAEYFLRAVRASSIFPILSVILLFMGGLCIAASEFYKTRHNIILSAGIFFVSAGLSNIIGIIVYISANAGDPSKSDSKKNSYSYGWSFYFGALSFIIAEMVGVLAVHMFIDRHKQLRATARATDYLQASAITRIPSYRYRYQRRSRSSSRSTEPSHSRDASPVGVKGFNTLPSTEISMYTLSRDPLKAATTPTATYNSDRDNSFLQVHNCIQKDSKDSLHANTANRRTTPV
Target sequence (P19491 whole entry, looked up): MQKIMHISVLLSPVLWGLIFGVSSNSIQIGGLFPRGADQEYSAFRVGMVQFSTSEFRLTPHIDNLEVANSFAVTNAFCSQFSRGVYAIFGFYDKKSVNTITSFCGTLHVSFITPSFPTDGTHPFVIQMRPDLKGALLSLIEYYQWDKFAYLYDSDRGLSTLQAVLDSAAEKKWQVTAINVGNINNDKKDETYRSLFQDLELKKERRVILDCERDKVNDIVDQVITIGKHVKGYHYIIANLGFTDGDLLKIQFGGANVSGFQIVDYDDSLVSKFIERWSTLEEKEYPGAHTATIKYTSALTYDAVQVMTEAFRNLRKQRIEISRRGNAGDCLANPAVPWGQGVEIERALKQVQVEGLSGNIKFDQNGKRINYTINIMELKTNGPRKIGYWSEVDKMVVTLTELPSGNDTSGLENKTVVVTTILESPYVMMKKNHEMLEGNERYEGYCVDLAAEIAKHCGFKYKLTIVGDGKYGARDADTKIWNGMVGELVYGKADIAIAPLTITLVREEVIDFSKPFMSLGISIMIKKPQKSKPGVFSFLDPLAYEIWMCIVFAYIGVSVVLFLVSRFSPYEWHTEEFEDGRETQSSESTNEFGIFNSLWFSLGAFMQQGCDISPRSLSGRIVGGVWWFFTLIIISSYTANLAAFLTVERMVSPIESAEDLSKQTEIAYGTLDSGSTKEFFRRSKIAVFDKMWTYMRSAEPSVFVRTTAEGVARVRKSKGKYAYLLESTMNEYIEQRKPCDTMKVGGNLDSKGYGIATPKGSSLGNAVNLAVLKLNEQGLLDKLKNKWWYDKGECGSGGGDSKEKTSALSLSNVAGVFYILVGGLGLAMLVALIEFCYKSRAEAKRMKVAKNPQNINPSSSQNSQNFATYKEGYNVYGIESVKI
AMPAR-TARP mod agonism max-min – also measured in AMPAR-TARP mod; calls as there; compound max-min signal; compound-alone response (agonism);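 unitless range of fluorescence divided by baseline over first 100 seconds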
AMPAR-TARP mod glutamate slope – second read-out of AMPAR-TARP mod, no call of its own (marks repeat the call); glutamate slope, % of max; measured here: glutamate response slope, % max;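 scaled per plate between vehicle wells and maximal 1 mM glutamate control wells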
Numbers without * were called inactive; i = inactive; + = active, no number; & = joins results of further samples; ! = not confirmed by another sample. Some of the compounds tested; the hit share may differ from the screen's.

Results follow in this order: AMPAR-TARP mod, AMPAR-TARP mod agonism max-min, AMPAR-TARP mod glutamate slope
> CS(=O)(=O)Nc1ccc(CC(=O)N2CCCC2)cc1
  i, 0.09, 61
> COc1ccc(NC(=O)COc2ccc(F)cc2)cc1N1CCCC1=O
  i, 0.073, -8
> COc1ccc(NC(=O)N2CCN(c3cc(N4CCOCC4)ncn3)CC2)cc1
  i, 0.11, 55
> Cc1ccc(S(=O)(=O)CCCC(=O)Nc2nc3c(s2)CCc2ccccc2-3)cc1
  i, 0.059, 59
> O=C(CCS(=O)(=O)c1ccccc1)Nc1ccc2ncsc2c1
  i, 0.045, 46
> O=c1c(SCc2ccc([N+](=O)[O-])cc2)nccn1-c1cccc(F)c1
  i, 0.13, 63
> CCOCCn1c(N2CCN(Cc3cccc(C)c3)CC2)nc2c1c(=O)[nH]c(=O)n2C
  i, 0.094, 20
> CN1CC(c2nc3ccccc3n2Cc2ccc(Cl)cc2Cl)CC1=O (configuration not stated)
  i, 0.086, 60
> Cc1nnc(CNC(=O)Cc2sc(-c3ccccc3)nc2C)o1
  i, 0.07, 65
> Cc1ccc(S(=O)(=O)c2c[nH]c(=S)[nH]c2=O)cc1Cl
  i, 0.085, 49
> COc1cccc(NC(=O)CSc2nc(=O)n(CCCO)c3c2CCC3)c1
  i, 0.058, 54
> COC(=O)c1ccc(C2NC(=O)NC(C)=C2C(=O)OCC(C)C)cc1 (configuration not stated)
  i, 0.08, 52
> COc1cc(NC(=O)CSc2ccc(NC(=O)C3CC3)nn2)cc(OC)c1
  i, 0.11, 41
> COc1ccc(-n2c(C)cn3c4c(=O)n(Cc5cccc(C)c5)c(=O)n(C)c4nc23)cc1
  i, 0.069, 32
> COc1cc([N+](=O)[O-])ccc1NC(=O)c1ccc(=O)n(Cc2cccc(Cl)c2)c1
  +, 0.16*, 61*
> COc1cc(C(=O)Nc2nnc(-c3cccs3)o2)cc(OC)c1OC
  i, 0.071, 40
> CCN(CC)CCSc1ccnc2c1c(=O)n(C)c(=O)n2C
  +, 0.15*, 57*
> CCOc1ccc(/C=C2\SC(=S)N(c3ccc4c(c3)OCO4)C2=O)cc1OC
  i, 0.12, 73
> COCCN1CCC(C(N)=O)CC1
  i, 0.041, 37
> CCc1ccc(S(=O)(=O)N2CCN(c3ccc4nncn4n3)CC2)s1
  i, 0.091, 38
> COc1cc(NC(=O)c2sccc2N(C)S(=O)(=O)c2ccc(C)cc2)cc(OC)c1
  i, 0.077&0.036, 55&117
> CCOc1ccccc1C(=O)Nn1cnc2c(cnn2C(C)(C)C)c1=O
  i, 0.062, 62
> O=C(Cc1ccc(NC(=O)c2c(F)cccc2Cl)cc1)NCc1cccs1
  i, 0.082, 51
> NC(=O)Cc1ccc(NS(=O)(=O)c2cccs2)cc1
  i, 0.077, 50
> COc1ccc(C2(CNC(=O)Nc3cccs3)CCCC2)cc1
  i, 0.11, 51
> COc1ccc(C)cc1S(=O)(=O)N1CCN(C)CC1
  i, 0.039, 42
> CCN(C(=O)Cn1c(C2CC(=O)N(c3ccc(C)cc3)C2)nc2ccccc21)c1ccccc1 (configuration not stated)
  i, 0.059, 63
> CC(C)NC(=O)CN1CCN(c2nccn2-c2cccc(Cl)c2)CC1
  i, 0.037, 36
> O=C(NCCN1CCN(C(=O)c2ccsc2)CC1)c1ccc([N+](=O)[O-])o1
  i, 0.17, 47
> COc1ccc(CC(=O)NCCN2CCC(c3cccs3)CC2)cc1OC
  i, 0.065, 60
> COC(=O)c1ccccc1NS(=O)(=O)c1ccc(NC(C)=O)cc1
  i, 0.11, 58
> COc1ccc(NC(=O)CCCS(=O)(=O)c2ccc(F)cc2)c([N+](=O)[O-])c1
  i, 0.1, 63
> COc1ccc(NC(=O)NCCCn2nc(-c3cccs3)ccc2=O)cc1
  i, 0.097, 62
> O=C(c1ccc(=O)n(Cc2cccc(C(F)(F)F)c2)c1)N1CCc2ccccc21
  i, 0.037, 67
> O=c1c(-c2ccccc2)coc2c3c(ccc12)OCN(C1CC1)C3
  i, 0.029, 26
> COc1ccccc1NC(=O)CSc1ncc(S(=O)(=O)c2ccc(Cl)s2)c(N)n1
  i, 0.15, 54
> COc1ccc(OC)c(S(=O)(=O)Nc2ccc3c(c2)CCC(=O)N3)c1
  i, 0.08, 23
> CCOC(=O)c1sc(NC(=O)Cc2ccc(S(C)(=O)=O)cc2)nc1-c1ccccc1
  i, 0.11, 55
> CC(O)c1cccc(Nc2nnnc3c2cnn3-c2ccccc2)c1 (configuration not stated)
  i, 0.14, 49
> O=C(Nc1ccccc1-c1nc2ccccc2[nH]c1=O)c1cccs1
  i, 0.05, 53
> COc1cc(NC(=O)NCc2nnnn2-c2ccc(C)c(C)c2)cc(OC)c1OC
  i, 0.084, 80
> COC(=O)CN1C(=O)C(=O)c2cc(Br)ccc21
  i, 0.036, 53
> Cc1cc(C)n(CCN2CCCN(C(=O)c3cn(C)nn3)CC2)n1
  i, 0.14, 52
> COc1ccc(-c2noc(C3CC(=O)N(c4ccc(C)cc4)C3)n2)cc1 (configuration not stated)
  i, 0.11, 61
> CCN1CCN(CC(O)COCCOc2ccc(Cl)cc2)CC1 (configuration not stated)
  i, 0.095, 63
> O=C(NCCCn1cccc1)c1csc(-c2ccccc2)n1
  i, 0.1, 69
> CC(C)=CC(=O)Nc1ccc(OCc2ccccc2)cc1
  i, 0.13, 83
> COc1ccc(Cl)cc1NC(=O)Nc1ccc2c(c1)CCC(=O)N2
  i, 0.16, 48
> Cc1cc(=O)n(CC(=O)Nc2ccc(C)c(Cl)c2)cn1
  i, 0.086, 57
> Cc1cccc(NC(=O)NCC(c2cccc3ccccc23)N(C)C)c1 (configuration not stated)
  i, 0.11, 58
> CC(=O)c1ccc(C(=O)Nc2ccc3ncsc3c2)cc1
  i, 0.028, 41
> O=S(=O)(NCCCN1CCN(c2ccccc2)CC1)c1ccccc1
  i, 0.065, 56
> O=C(CSc1nc2c(c(=O)[nH]1)CN(Cc1ccc(F)cc1)CC2)NCCc1ccc(Cl)cc1
  i, 0.11, 57
> CCS(=O)(=O)N1CCCc2ccc(NS(=O)(=O)c3ccc(OCC(C)C)cc3)cc21
  i, 0.085, 63
> O=C(NCCOc1ccc2nnc(-c3ccccc3Cl)n2n1)c1ccc(F)c(F)c1
  i, 0.062, 52
> COc1ccccc1OCC(=O)NCCS(=O)(=O)N1CCN(c2ccccn2)CC1
  i, 0.077, 57
> O=C(CCSc1ccccc1)NCC1(c2cccs2)CCOCC1
  i, 0.098, 50
> O=C(Cc1ccc(F)cc1)Nc1nnc(C2CCCCC2)o1
  i, 0.049, 65
> Cc1ccc(-c2cc3c(=O)n(Cc4nc(-c5ccccc5Cl)no4)ccn3n2)cc1C
  i, 0.12, 71
> Cn1c(=O)c2c(nc(Nc3cccc(Cl)c3)n2CC(=O)O)n(C)c1=O
  i, 0.061, 33

Other structures follow.
Results follow in this order: AMPAR-TARP mod, AMPAR-TARP mod agonism max-min, AMPAR-TARP mod glutamate slope
> COc1ccc(NC(=O)C(=O)NCC2CCN(Cc3cc(C)oc3C)CC2)cc1Cl
  i, 0.078, 56
> COc1ccc(Cl)cc1NC(=O)Cn1nc(C)cc1C
  i, 0.11, 62
> COc1ccc(CNC(=O)c2ccc(NC(=O)Cn3c(C)cc(C)c(C#N)c3=O)cc2)c(OC)c1
  +!, 0.19*!, 79*!
> CCOc1ccccc1NC(=O)Cc1csc(NC(=O)c2ccc[nH]c2=O)n1
  i, 0.056, 31
> O=C(NCC1(O)CCCC1)Nc1ccccc1Cl
  i, 0.07, 58
> O=S(=O)(/C=C/c1ccccc1)N1CCN(c2ccc3nnc(-c4ccco4)n3n2)CC1
  +, 0.21*, 37*
> CCn1nnc2c(SCC(=O)Nc3ccc(C)cc3)ncnc21
  i, 0.029, 35
> Cc1cc(C)c(C#N)c(SCCC(=O)Nc2nc(-c3ccccc3)ns2)n1
  i, 0.097, 71
> C1CCC(CN2CCNCC2)C1
  i, 0.021, 49
> Cc1ccccc1C(=O)NCCOc1ccc(F)cc1
  i, 0.04, 57
> Cc1ccc(CS(=O)(=O)NCC2CCN(C(C)C)CC2)cc1
  i, 0.075, 65
> CC(=O)Nc1ccc(NC(=O)CN(Cc2ccc(Cl)cc2)S(=O)(=O)c2cccnc2)cc1
  i, 0.12, 48
> CCCNC(=O)C(=O)NCC1CCN(Cc2cccs2)CC1
  i, 0.082, 58
> O=C(O)CCC(=O)Nc1ccccc1-c1nc2ccccc2[nH]c1=O
  i, 0.038, 52
> CC(C)(C)n1nc2c(c1NC(=O)C(=O)NCc1cccs1)CS(=O)(=O)C2
  i, 0.045, 99
> O=C(c1ccccc1Cl)N1CCC2(CC1)NC(=O)N(CCc1ccccc1)C2=O
  i, 0.071, 22
> CC(C)c1nnc(SCC(N)=O)c2c1cnn2-c1ccccc1
  i, 0.096, 60
> Cc1nc(C)c(C(=O)NCC#CCN2CCc3ccccc3C2)s1
  i, 0.067, 47
> COc1ccc(Cl)cc1S(=O)(=O)N1CCN(C(c2ccccc2)c2ccccc2)CC1
  i, 0.097, 72
> O=C(NCCc1ccccc1)C1CCN(c2ccc(-c3cccs3)nn2)CC1
  i, 0.15, 83
> CCSc1nc(N)c2c(n1)NC1=C(C(=O)CC(C)(C)C1)C2c1ccc(C)cc1 (configuration not stated)
  i, 0.06, 76
> COc1ccc(S(=O)(=O)N(C)CCCC(=O)O)cc1N(C)S(=O)(=O)c1ccccc1
  i, 0.099, 75
> O=[N+]([O-])c1ccc(S(=O)(=O)N2CCN(c3ccc(N4CCN(CCO)CC4)nn3)CC2)cc1
  i, 0.12, 51
> C/C(=C/C(=O)O)C(=O)Nc1nc(-c2ccc(Cl)cc2)cs1
  i, 0.076&0.05, 49&75
> COc1ccc2nc(C)n(-c3ccc(C(=O)O)cc3)c(=O)c2c1
  i, 0.1, 73
> COc1cn(CC(=O)Nc2ccc(NC(C)=O)cc2)c(CSc2ncccn2)cc1=O
  i, 0.052, 40
> COc1cc(C(=O)Nc2ccc3c(c2)CCC(=O)N3C)cc(OC)c1OC
  i, 0.11, 60
> O=C(NCCNc1ccc(Nc2ccncc2)nn1)c1ccc(C(F)(F)F)cc1
  i, 0.2, 50
> Cc1cc(C(=O)Nc2nn(C)c3c2CC(C)C(=O)N3)c(C)o1 (configuration not stated)
  i, 0.11, 53
> CCNc1nn(CC(=O)Nc2ccc(C)cc2C)c(N)c1-c1nc(-c2ccccc2C)no1
  i, 0.12, 47
> Cc1[nH]c(=O)[nH]c(=O)c1CC(=O)Nc1nc(-c2ccccc2)cs1
  i, 0.13, 79
> O=C(CCN1C(=O)c2ccccc2S1(=O)=O)NCCN1CCOCC1
  i, 0.052, 47
> O=C(CC1CCCC1)NCC1CCN(c2ncccn2)CC1
  i, 0.054, 41
> CCOC(=O)c1ccc(-n2c(C)c(C)n3c4c(=O)n(C)c(=O)n(C)c4nc23)cc1
  i, 0.12, 68
> COc1ccccc1CNC(=O)c1csc(NS(=O)(=O)c2cccs2)n1
  i, 0.071, 46

Compounds above with a thiophene ring, fused or not, in the order listed:
Results follow in this order: AMPAR-TARP mod, AMPAR-TARP mod agonism max-min, AMPAR-TARP mod glutamate slope
> COc1cc(C(=O)Nc2nnc(-c3cccs3)o2)cc(OC)c1OC
  i, 0.071, 40
> CCc1ccc(S(=O)(=O)N2CCN(c3ccc4nncn4n3)CC2)s1
  i, 0.091, 38
> COc1cc(NC(=O)c2sccc2N(C)S(=O)(=O)c2ccc(C)cc2)cc(OC)c1
  i, 0.077&0.036, 55&117
> O=C(Cc1ccc(NC(=O)c2c(F)cccc2Cl)cc1)NCc1cccs1
  i, 0.082, 51
> NC(=O)Cc1ccc(NS(=O)(=O)c2cccs2)cc1
  i, 0.077, 50
> COc1ccc(C2(CNC(=O)Nc3cccs3)CCCC2)cc1
  i, 0.11, 51
> O=C(NCCN1CCN(C(=O)c2ccsc2)CC1)c1ccc([N+](=O)[O-])o1
  i, 0.17, 47
> COc1ccc(CC(=O)NCCN2CCC(c3cccs3)CC2)cc1OC
  i, 0.065, 60
> COc1ccc(NC(=O)NCCCn2nc(-c3cccs3)ccc2=O)cc1
  i, 0.097, 62
> COc1ccccc1NC(=O)CSc1ncc(S(=O)(=O)c2ccc(Cl)s2)c(N)n1
  i, 0.15, 54
> O=C(Nc1ccccc1-c1nc2ccccc2[nH]c1=O)c1cccs1
  i, 0.05, 53
> O=C(CCSc1ccccc1)NCC1(c2cccs2)CCOCC1
  i, 0.098, 50
> CCCNC(=O)C(=O)NCC1CCN(Cc2cccs2)CC1
  i, 0.082, 58
> CC(C)(C)n1nc2c(c1NC(=O)C(=O)NCc1cccs1)CS(=O)(=O)C2
  i, 0.045, 99
> O=C(NCCc1ccccc1)C1CCN(c2ccc(-c3cccs3)nn2)CC1
  i, 0.15, 83
> COc1ccccc1CNC(=O)c1csc(NS(=O)(=O)c2cccs2)n1
  i, 0.071, 46
